TrxR1 substrate: qHTS Assay for Substrates of Mammalian Selenoprotein Thioredoxin Reductase 1 (TrxR1): qHTS; Thioredoxin reductase 1, cytoplasmic (Rattus norvegicus), O89049; purified TrxR1 substrate turnover, NADPH consumption readout; Potency, µM (doses to about 114 µM), inactives show top-dose activity change, negative = substrate turnover; hit rate 0.01% among 390,000; AID 588456, 2011; also: potency is read from the fitted curve at half-maximal effect; % is scaled to controls: 0 for no effect and ±100 for the full control effect; nearly all actives have a fitted effect of over 50% in size
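Rat TrxR1, dispensed at 90 nM, was prereduced with 400 uM NADPH (final) for 5 min at ~22 deg C, then incubated with compound 15 min before 400 uM selenite. A first-read NADPH fluorescence drop versus no-compound background flagged substrates.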
Glioma ERSR ind: qHTS for Inducers of the Endoplasmic Reticulum Stress Response (ERSR) in Human Glioma: qHTS. U87-MG GRP78 promoter luciferase reporter, 16 h. Potency, µM, inactives show at the highest dose activation, most hits filed as activators. hit rate 0.02% among 420,000. AID 602332, 2012; also: potency is read from the fitted curve at half-maximal effect; series mostly up to about 76 µM; % of control where 0% means no effect; nearly all actives have a fitted effect of over 35% in size
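Stably transfected U87-MG glioma cells carrying a GRP78-based luciferase sensor; 16 h compound incubation. Luminescence end-point read 10 min after Bright-Glo addition at room temperature.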
Vif-A3G inh: qHTS for Inhibitors of Vif-A3G Interactions: qHTS; hit rate 0.076% among 410,000; Potency, µM (doses to about 46.1 µM), for inactives: top-dose activity, negative = active, most hits filed as inhibitors; AID 602310, 2012; DNA dC->dU-editing enzyme APOBEC-3G (Homo sapiens), Q9HC16; HeLa A3G-eYFP + Vif (tagged APOBEC3G with the HIV-1 protein that degrades it), YFP fluorescence, overnight;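 also: potency is read from the fitted curve at half-maximal effect; % is scaled to controls: 0 for no effect and ±100 for the full control effect; nearly all actives have a fitted effect of over 60% in size; hits raise eYFP signal because A3G escapes Vif-driven loss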
Target sequence (Q9HC16 whole entry, looked up): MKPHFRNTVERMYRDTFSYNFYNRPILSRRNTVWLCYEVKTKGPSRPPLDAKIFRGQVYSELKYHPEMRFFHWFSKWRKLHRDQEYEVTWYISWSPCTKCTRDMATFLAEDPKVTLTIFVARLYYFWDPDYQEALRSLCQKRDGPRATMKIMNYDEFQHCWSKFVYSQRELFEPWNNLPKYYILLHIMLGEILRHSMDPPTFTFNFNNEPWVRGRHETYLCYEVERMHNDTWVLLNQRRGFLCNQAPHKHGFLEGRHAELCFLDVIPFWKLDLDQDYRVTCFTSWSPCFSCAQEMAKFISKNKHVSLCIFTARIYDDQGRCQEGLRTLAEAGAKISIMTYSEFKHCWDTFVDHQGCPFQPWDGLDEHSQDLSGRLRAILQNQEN
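Read-out is eYFP fluorescence (Ex 488/Em 500-530) from Vif-expressing HeLa A3G-eYFP cells; more signal means A3G escaped Vif-mediated degradation. Cells plated overnight, compound pinned in, incubated overnight at 37 deg C.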
LDHA inh: qHTS assay for inhibitors of human lactate dehydrogenase; L-lactate dehydrogenase A chain (Homo sapiens), P00338; purified LDHA, NADH/diaphorase-resazurin fluorescence; hits give low values; activity change, % (values are at about 110 or 230 µM); hit rate 0.15% among 480,000; in the data active = activity change below about -30%; inconclusive = mostly about -25% to -30%;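 also: plate controls were DMSO wells for no effect and wells without enzyme for full effect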
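Human LDH5 at 2 nM final in Tris HCl pH 7.4 with 0.06 mM NADH and 0.2 mM pyruvate, reacted 5 minutes at room temperature. Remaining NADH coupled via diaphorase/resazurin; resorufin fluorescence read at 0 and 20 minutes, normalized to enzyme-free and DMSO wells.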
PI4K2A block: qHTS for small molecular inhibitors of PI4K2A. activity change, negative = inhibition, % at 76.9 µM. hit rate 0.13% among 420,000. purified PI4K2A, ADP-Glo luminescence, 1 h; hits give low values; in the data active = activity change below about -50%; inconclusive = mostly about -30% to -49%;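 also: -100% = wells without enzyme as full effect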
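ADP-Glo luminescence measured ADP generated by PI4K2A enzyme (4 ug/mL before mixing) with 1.2 mM PI substrate (pre-mix) and 300 microM ATP (pre-mix). Tris pH7.5 buffer with MgCl2, Triton X-100; 1 h reaction at ambient temperature.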
Vif-APOBEC3F blk: qHTS for Inhibitors of Vif-A3F Interactions: qHTS; HeLa A3F-eYFP + Vif (tagged APOBEC3F with the HIV-1 protein that degrades it), YFP fluorescence increase; hit rate 0.2% among 390,000; Potency, µM (top dose mostly 46.1 µM), without a hit: top-dose activity, negative = active; also: potency is read from the fitted curve at half-maximal effect; % of control where 0% means no effect; nearly all actives have a fitted effect of over 65% in size
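HeLa cells stably expressing A3F-eYFP plus Vif, plated and incubated overnight at 37 deg C, then exposed to compounds overnight at 37 deg C. Blocked degradation read as raised yellow fluorescence (Ex 488/Em 500-530).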
IDH1 R132H inh: qHTS for Inhibitors of mutant isocitrate dehydrogenase 1 (IDH1): qHTS. Isocitrate dehydrogenase [NADP] cytoplasmic (Homo sapiens), O75874. hit rate 0.093% among 390,000. IDH1-R132H enzyme, NADPH consumption, diaphorase/resazurin fluorescence. AID 602179, 2012. Potency, µM (doses to about 76.6 µM), inactives show at the top dose activity change, negative = inhibition, actives largely listed as inhibitors; also: potency is read from the fitted curve at half-maximal effect; % is scaled to controls: 0 for no effect and ±100 for the full control effect; nearly all actives have a fitted effect of over 65% in size
Target sequence (O75874 whole entry R132H, stated change not applied): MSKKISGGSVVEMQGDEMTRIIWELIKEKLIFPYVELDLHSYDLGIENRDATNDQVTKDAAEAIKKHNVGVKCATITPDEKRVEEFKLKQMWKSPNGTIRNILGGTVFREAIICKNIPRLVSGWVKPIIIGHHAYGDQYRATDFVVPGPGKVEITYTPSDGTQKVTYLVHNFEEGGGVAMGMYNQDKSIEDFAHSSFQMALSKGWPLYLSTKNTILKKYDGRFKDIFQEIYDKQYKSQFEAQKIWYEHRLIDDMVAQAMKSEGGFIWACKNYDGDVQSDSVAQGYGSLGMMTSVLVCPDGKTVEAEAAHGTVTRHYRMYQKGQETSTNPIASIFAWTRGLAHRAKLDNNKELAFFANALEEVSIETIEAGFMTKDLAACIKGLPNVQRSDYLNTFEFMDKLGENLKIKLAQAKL
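IDH1-R132H (0.5 ug/mL dispensed) in pH 7.5 Tris buffer was preincubated 30 min with compound, then given a substrate mix of 0.016 mM NADPH and 2 mM alpha-KG for 80 min at room temperature; remaining NADPH was read by diaphorase/resazurin fluorescence.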
USP1 inh: Inhibitors of USP1/UAF1: Primary Screen. recombinant USP1/UAF1, Ub-Rhodamine cleavage fluorescence. Ubiquitin carboxyl-terminal hydrolase 1 (Homo sapiens), O94782. AID 743255, 2014. hit rate 0.23% among 390,000. Potency, µM (titrated, usually from 57.1 µM), for the others: at the highest dose activity change, negative = inhibition, actives largely listed as inhibitors; also: potency is read from the fitted curve at half-maximal effect; % is scaled to controls: 0 for no effect and ±100 for the full control effect; nearly all actives have a fitted effect of over 60% in size; inactives centre near -12
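USP1/UAF1 complex at 1 nM was preincubated with compound for 15 min at room temperature, then Ub-Rho substrate (150nM final) was added. Fluorescence (480/540 nm) was read kinetically, 6 reads every 60 seconds.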
RXFP1 agonist: qHTS Assay for Agonists of the Relaxin Receptor RXFP1. AID 2676, 2010. Relaxin receptor 1 (Homo sapiens), Q9HBX9. HEK293T-RXFP1 cAMP TR-FRET, 30 min; response scale: percent of porcine relaxin response, buffer zero. Potency, µM (series often up to 57.5 µM), inactives show at the top dose activation, hits mostly activators. hit rate 0.3% among 370,000; also: potency is read from the fitted curve at half-maximal effect; % is scaled to controls: 0 for no effect and ±100 for the full control effect; nearly all actives have a fitted effect of over 60% in size; many of its hits are not listed in these tables
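HEK293 cells stably expressing RXFP1, treated 30 min at 37C with compounds plus PDE4 inhibitor Ro 20174; cAMP measured by HTRF TR-FRET. Normalized to buffer and 29 nM porcine relaxin; EC50 by Hill fit.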
Starred values were filed as active, the others as inactive; u = inconclusive; x = not tested or not shown; [ ] = dose if it differs, or a comment. Unless noted, calls follow the shape of the dose curve; as a rule, active = well fitted curve in the direction sought with a large enough effect; inconclusive = small, poorly fitted or top-dose-only effect, or another doubt; inactive = no such curve, though single readings can be large; an effect the other way counts as inactive or inconclusive. Some of the compounds tested (hit frequency here may not be typical).

1) O=C(CSc1nc2ccccc2c(=O)n1-c1ccc(F)cc1F)NC1CC1
2) COc1ccccc1OCCn1ccnc1
3) O=C(NNc1c2ccccc2nc2ccccc12)c1ccccc1Cl
4) COc1cc(CNCc2cccs2)cc(Br)c1OC
5) O=C(CCc1nnc2n(Cc3ccc(Cl)cc3)c(=O)c3ccccc3n12)N1CCN(c2ccccn2)CC1
6) CC(Nc1cc(N2CCOCC2)ccc1[N+](=O)[O-])c1ccccc1 (stereo not drawn)
7) COCCCN(Cc1ccccn1)S(=O)(=O)Cc1ccccc1
8) FC(F)Oc1ccc(/C=N/NC(=S)Nc2cc(C(F)(F)F)ccc2Cl)cc1
9) COc1ccc(S(=O)(=O)N2CCOCC2)cc1NC(=O)CSc1nnc(C2CC2)n1N
10) C/C(=N\OCc1ccccc1C#N)c1cc2ccccc2o1

| assay / compound | 1 | 2 | 3 | 4 | 5 | 6 | 7 | 8 | 9 | 10 |
| --- | --- | --- | --- | --- | --- | --- | --- | --- | --- | --- |
| TrxR1 substrate | x | 8%[57.1 µM] | -10% | 2% | 4% | 9%[57.1 µM] | -2%[57.1 µM] | 5% | -5% | 5% |
| Glioma ERSR ind | -5% | -2% | -6% | -1% | 0% | -1% | 0% | -3% | -1% | 2% |
| Vif-A3G inh | -3% | -3% | 0% | -1% | 1% | 0% | 0% | -4% | -1% | 7% |
| LDHA inh | 1 | -21 | 0 | -1 | -11 | -3 | -1 | -5 | 2 | -12 |
| PI4K2A block | 1 | -20 | -2 | 5 | -5 | 7 | 1 | -4 | 8 | 4 |
| Vif-APOBEC3F blk | -6% | 6% | -1% | -5% | 1% | -3% | 4% | -11% | -10% | 8% |
| IDH1 R132H inh | 16% | 6% | -2% | 9% | -7% | 7% | 6% | 2% | -8% | -14% |
| USP1 inh | -24% | -20% | -20% | -20% | -18% | -12% | -3% | -15% | -15% | -17% |
| RXFP1 agonist | x | 1.4% | 1.8% | -0.2% | -0.6% | 4.3% | 0.5% | 2.9% | 1.5% | -0.5% |

Part of the list above, reduced to USP1 inh:
cpd | compound | USP1 inh
4 | COc1cc(CNCc2cccs2)cc(Br)c1OC | -20%
5 | O=C(CCc1nnc2n(Cc3ccc(Cl)cc3)c(=O)c3ccccc3n12)N1CCN(c2ccccn2)CC1 | -18%

Later entries.
11) CC(=O)Nc1ccc2c3c(cccc13)CC2
12) O=C(COc1cc2oc(=O)c3c(c2cc1Cl)CCCC3)N1C[C@H]2C[C@@H](C1)c1cccc(=O)n1C2
13) Cc1ccc(C(=O)NCC(=O)OCC(=O)NC2CCS(=O)(=O)C2)cc1C (stereo not drawn)
14) CS(=O)(=O)Nc1cccc(NC(=O)c2ccc(-n3ccnc3)c3ccoc23)c1
15) Nc1nc(-c2ccc(NC(=O)c3ccco3)cc2)cs1
16) COc1ccc(-c2cc(C(=O)NCc3ccco3)c3ccccc3n2)cc1
17) COc1cc(NC(=O)C(=O)NNC(=O)C2CCCCC2)c(OC)cc1Cl
18) Cc1c(=O)n(OCc2ccccc2F)c2ccccc2[n+]1[O-]
19) COc1ccc2c(c1)CCC2=O
20) CC1=C(C(=O)N(C)C)CC(CC(=O)NC2CC2)C(=O)N1CCC1=CCCCC1 (stereo not drawn)

| assay / compound | 11 | 12 | 13 | 14 | 15 | 16 | 17 | 18 | 19 | 20 |
| --- | --- | --- | --- | --- | --- | --- | --- | --- | --- | --- |
| TrxR1 substrate | 4% | 33% | 7%[57.1 µM] | x | -3%[57.1 µM] | 52%[activator] | -18%[57.1 µM] | 3% | -1% | x |
| Glioma ERSR ind | 0% | -2% | -2% | -3% | -12% | 4% | -3% | -1% | -2% | -6% |
| Vif-A3G inh | -6% | 2% | 1% | -1% | -1% | -4% | 4% | u | 0% | 5% |
| LDHA inh | -7 | 1 | -14 | 4 | -4 | -13 | -1 | -1 | -2 | -4 |
| PI4K2A block | 5 | 0 | 22 | -30 | -3 | -1 | 6 | 5 | x | 2 |
| Vif-APOBEC3F blk | -12% | 2% | -7% | x | u | 4% | 12% | u | x | -27% |
| IDH1 R132H inh | 5% | 1% | -8% | x | 0% | 7% | 6% | 3% | x | 6% |
| USP1 inh | -1% | 7% | -12% | x | -21% | -8% | -15% | 0% | x | 0% |
| RXFP1 agonist | x | 6.5% | 0.1% | x | 5.0% | -0.5% | -1.3% | 1.5% | x | x |

21) CCNc1c(NS(=O)(=O)c2ccc(Br)s2)c(=O)oc2ccccc12
22) CC[C@@H]1C=C(C(=O)O)[C@H](c2ccc(Cl)cc2)N1S(=O)(=O)c1ccc(C)cc1
23) O=C(CSc1nnc(CNC(=O)C23CC4CC(CC(C4)C2)C3)n1-c1ccccc1)Nc1ccccc1
24) O=C1CSC(=Nc2cccc(Cl)c2Cl)N1Cc1cccnc1
25) CCOC(=O)c1sc(=S)n(CC)c1NC(=O)c1ccccc1
26) C=CCNC(=O)COc1coc(CN2CCN(C(=O)c3ccco3)CC2)cc1=O
27) Cc1ccc(S(=O)(=O)NN=C2CCCc3ccccc32)cc1
28) N#CCCN(C(=O)COC(=O)c1ccc2c(c1)OCCO2)c1ccccc1
29) Cc1ccc(NC(=O)CSc2nnc(NC(=O)CN3CCOCC3)s2)cc1
30) COc1cc2c(cc1OC)CN(C(=O)CCNC(=O)c1ccc(Br)cc1)CC2

| assay / compound | 21 | 22 | 23 | 24 | 25 | 26 | 27 | 28 | 29 | 30 |
| --- | --- | --- | --- | --- | --- | --- | --- | --- | --- | --- |
| TrxR1 substrate | 6%[57.1 µM] | 5% | -6% | -19%[11.4 µM] | -1%[57.1 µM] | 0% | x | -1% | 2% | -7% |
| Glioma ERSR ind | 0% | -4% | -5% | 1% | 0% | -3% | -1% | -5% | -4% | -2% |
| Vif-A3G inh | -1% | -1% | -18% | -11% | 1% | 3% | 2% | 8% | 0% | 0% |
| LDHA inh | -5 | 1 | -11 | -2 | -5 | -3 | 0 | -9 | 0 | 1 |
| PI4K2A block | 1 | 3 | -3 | -1 | 1 | -1 | -3 | 4 | 3 | -7 |
| Vif-APOBEC3F blk | 6% | 8% | 2% | 31%[activator] | 2% | -3% | -2% | 9% | -11% | -7% |
| IDH1 R132H inh | -3% | 9% | 1% | 26% | 5% | 8% | -9% | 4% | -6% | 0% |
| USP1 inh | -14% | -17% | -15% | -5% | -14% | -19% | u | 8% | -1% | -17% |
| RXFP1 agonist | 0.0% | x | -2.3% | 2.2% | 2.6% | 0.6% | x | x | -0.5% | 1.0% |

31) CCCCNC(=O)CSc1nc2cc3c(cc2c(=O)n1CCCCCC(=O)NCCc1ccc(OC)c(OC)c1)OCO3
32) Cc1ccccc1NC(=O)C(C)Sc1nnc(CN2CCCC2)n1Cc1ccccc1 (stereo not drawn)
33) COc1ccc(Cl)cc1C(=O)NNC(=O)c1n[nH]c2ccccc12
34) COCc1cc(=O)n2c(-c3ccccc3OC)n[nH]c2n1
35) O=C(COC(=O)CN1C(=O)c2ccccc2C1=O)Nc1cccc(F)c1
36) Cc1ccc(N2C(=O)C(Cl)=C(NCc3ccccc3)C2=O)c(C)c1
37) COc1ccc(N2CCN(S(=O)(=O)c3ccc(OC)c(C(=O)N4CCCCC4)c3)CC2)cc1
38) COc1ccc(-n2c(C)cc(C=O)c2C)cc1Cl
39) O=c1[nH]cnc2c1ncn2C1OCC(O)C(O)C1O (stereo not drawn)
40) COc1ccc(C2NC(=O)N(C)C3=C2C(=O)N(c2ccc(F)cc2)C3)cc1 (stereo not drawn)

| assay / compound | 31 | 32 | 33 | 34 | 35 | 36 | 37 | 38 | 39 | 40 |
| --- | --- | --- | --- | --- | --- | --- | --- | --- | --- | --- |
| TrxR1 substrate | 2%[57.1 µM] | x | 5% | 22%[57.1 µM] | 5% | 16%[57.1 µM] | 8%[57.1 µM] | -8% | 8% | 1%[57.1 µM] |
| Glioma ERSR ind | -3% | -3% | -4% | 12% | -4% | -3% | 0% | -2% | -2% | -3% |
| Vif-A3G inh | 2% | 1% | 6% | -8% | 0% | 0% | 1% | 0% | 3% | 0% |
| LDHA inh | -4 | -2 | -2 | -4 | -3 | 0 | -4 | -5 | 1 | -12 |
| PI4K2A block | -5 | 1 | 1 | -1 | -6 | 2 | 5 | -4 | -5 | 0 |
| Vif-APOBEC3F blk | 3% | 1% | 0% | -1% | 1% | 1% | 3% | 2% | -7% | 1% |
| IDH1 R132H inh | 1% | 12% | -7% | 6% | 3% | 3% | -2% | 1% | 6% | 44%[activator] |
| USP1 inh | -25% | -26% | -5% | -17% | -27% | -19% | -16% | -17% | -12% | -25% |
| RXFP1 agonist | -1.3% | x | 22% | 0.7% | 1.1% | 1.9% | -5.0% | 1.7% | x | 2.6% |
